GALK inh: galactokinase (human) inhibition. Purified GALK, Kinase-Glo residual ATP luminescence. Potency, µM (highest dose often 57.5 µM), without a hit: top-dose activity change, negative = inhibition, most hits filed as inhibitors. 270,000 compounds, 0.007% hits. AID 1868; note: potency is the fitted concentration of half-maximal effect
Target sequence (P51570 whole entry, looked up): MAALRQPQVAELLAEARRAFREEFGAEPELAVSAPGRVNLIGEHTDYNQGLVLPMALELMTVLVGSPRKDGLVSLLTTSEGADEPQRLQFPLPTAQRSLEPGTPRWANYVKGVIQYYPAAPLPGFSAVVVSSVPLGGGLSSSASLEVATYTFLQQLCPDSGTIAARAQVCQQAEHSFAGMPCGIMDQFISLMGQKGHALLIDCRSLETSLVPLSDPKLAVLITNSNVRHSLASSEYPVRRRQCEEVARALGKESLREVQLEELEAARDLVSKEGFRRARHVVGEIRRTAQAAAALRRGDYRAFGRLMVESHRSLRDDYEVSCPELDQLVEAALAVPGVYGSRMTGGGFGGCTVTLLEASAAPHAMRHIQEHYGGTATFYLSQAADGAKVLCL
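Kinase-Glo Plus luminescence measured ATP left after a 1 h room-temperature reaction. The reaction used 5 nM GALK, 100 uM galactose and 35 uM ATP at pH 8.0 (20 mM HEPES, 5 mM MgCl2, 60 mM NaCl, 1 mM DTT, 0.01% BSA).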
USP2a block: blocks human ubiquitin-specific protease USP2a. USP2 core, Ub-CHOP2 coupled fluorogenic reporter, 485/531. Potency, µM (series often up to 38.3 µM), inactives show top-dose activity change, negative = inhibition, actives largely listed as inhibitors. 330,000 compounds, 0.01% hits. AID 463254;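 note: potency is the fitted concentration of half-maximal effect; plate controls were DMSO wells for no effect and full inhibition by NEM control for full effect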
Target sequence (O75604 whole entry, looked up): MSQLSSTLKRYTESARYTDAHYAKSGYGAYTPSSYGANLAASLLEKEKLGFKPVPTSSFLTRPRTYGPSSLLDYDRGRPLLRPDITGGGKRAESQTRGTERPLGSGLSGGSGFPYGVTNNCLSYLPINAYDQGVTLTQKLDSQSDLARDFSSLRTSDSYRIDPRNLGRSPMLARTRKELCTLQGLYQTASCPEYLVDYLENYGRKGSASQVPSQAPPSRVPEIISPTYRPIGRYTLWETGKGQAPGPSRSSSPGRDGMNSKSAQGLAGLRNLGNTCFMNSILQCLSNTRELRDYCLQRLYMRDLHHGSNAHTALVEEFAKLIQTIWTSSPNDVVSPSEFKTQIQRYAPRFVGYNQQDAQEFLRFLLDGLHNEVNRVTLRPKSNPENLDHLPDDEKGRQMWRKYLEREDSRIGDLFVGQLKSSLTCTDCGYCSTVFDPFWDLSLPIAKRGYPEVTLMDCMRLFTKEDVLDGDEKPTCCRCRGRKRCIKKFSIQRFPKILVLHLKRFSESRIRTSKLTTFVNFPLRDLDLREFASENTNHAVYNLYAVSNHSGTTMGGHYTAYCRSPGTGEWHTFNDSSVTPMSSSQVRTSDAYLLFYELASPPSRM
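Cell-free coupled assay: 10nM USP2 core preincubated 30min RT with compound in Tris-HCl pH 8.0/CaCl2/CHAPS buffer, then 25nM Ub-CHOP2 and 25nM reporter substrate; fluorescence (Ex 485/Em 531) read after 60min RT, normalized to NEM inhibition, concentration-response curves fitted.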
KCNH2 WT inh: inhibitors of human wildtype KCNH2 potassium channel; 340,000 compounds, 0.37% hits; U2OS, BacMam KCNH2, thallium flux FluxOr; stronger effect = lower value; activity change, % at 1.84 µM; Q12809;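 active = maximum activity change below -70%; inconclusive = maximum activity change between -70% and -50%; inactive = maximum activity change above -50%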
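U2OS cells transduced with wild-type KCNH2 virus are loaded with FluxOr dye for 45 min, and thallium flux is measured in kinetic reads before and after stimulation buffer. Rate constants are normalized to DMSO controls.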
FBPA coupling cs: inhibits coupling enzyme system, counter-screen for aldolase hits; coupling enzyme system counterscreen, AmpLite Red fluorescence; AID 2472; 290,000 compounds, 0.67% hits; activity change, negative = inhibition, % at 58.2 µM, hits read low; in the data active = activity change below about -30%
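Counterscreen lacking aldolase: glyceraldehyde-3-phosphate coupling-enzyme reagent preincubated 10 min at RT with compound (at 57.5 uM final), then substrate/coupling system with AmpLite Red added; fluorescence read at 525/598 nm after 20 min RT.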
KCNH2 3.1 inh: KCNH2 3.1 (human) potassium channel inhibition; U2OS KCNH2 3.1, thallium flux FluxOr; stronger effect = lower value; 340,000 compounds, 0.95% hits; AID 720553; activity change, % (tested at about 1.8 µM);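 active = maximum activity change below -70%; inconclusive = maximum activity change from -70% to -50%; inactive = maximum activity change above -50%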;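 note: thallium influx rate constant from kinetic fluorescence after stimulation buffer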
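Measured as rate of thallium-driven FluxOr signal in transduced U2OS cells carrying the 3.1 channel, read kinetically for 2 min upon stimulation; values are rate constants scaled to DMSO control wells.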
Giardia killer: Giardia lamblia killing; 340,000 compounds, 0.15% hits; activity change, % at 7.66 µM, hits read low; Giardia lamblia trophozoite viability; in the data active = activity change below about -80%; inconclusive = between about -30% and that limit;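 note: parasites exposed to compound for two days anaerobically before the ATP read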
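Each well holds 100 Giardia trophozoites and compound. After two days (48 hrs) at 37 deg C in anaerobic conditions, ATP is quantified by luminescence.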
Eya2 phos inh: inhibitors of human Eya2 phosphatase activity; O00167; recombinant Eya2, OMFP fluorescence dephosphorylation (OMFP is methylfluorescein phosphate); Potency, µM (highest dose often 76.9 µM), for the others: at the top dose activity, negative = inhibition, hits mostly inhibitors; 330,000 compounds, 0.006% hits; AID 488837; note: potency is the fitted concentration of half-maximal effect
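Eya2 (0.2 uM) preincubated 10 min at ambient with compound, then OMFP substrate added at 50 uM; 10 min reaction in 50 mM HEPES pH 7.5, 50 mM NaCl, 5 uM MgCl2, 0.05% BSA, 1 mM DTT. Fluorescence read at Ex 485/Em 525 nm.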
B2AR arrestin: recruits beta-arrestin to the human beta2-adrenergic receptor; 330,000 compounds, 0.02% hits; Potency, µM (top dose mostly 46.1 µM), for inactives: top-dose activation, most hits filed as activators; beta-arrestin recruitment to beta2AR, cell-based reporter; P07550;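 note: potency is the fitted concentration of half-maximal effect; 0% = DMSO controls and full agonism = EC100 isoproterenol or metaproterenol; nearly all actives have a fitted effect of over 65% in size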
uPA generation: blocks generation of uPA at the cell surface | cell surface uPA generation assay, qHTS | 330,000 compounds, 0.31% hits | Potency, µM (series often up to 38.3 µM), without a hit: at the top dose activity change, negative = inhibition, actives largely listed as inhibitors | AID 540303; active = well fitted inhibition curve with a large enough effect; inconclusive = small, poorly fitted or top-dose-only effect; inactive = no such curve, though single readings can be large or run the other way; tested in mouse RAW 264.7 cells; note: potency is the fitted concentration of half-maximal effect; nearly all actives have a fitted effect of over 55% in size
PKM2 act: PKM2 (human) enzyme activation | purified PKM2, Kinase-Glo ATP luminescence, activation; response scale: 0% is enzyme alone, no compound | Potency, µM (top dose mostly 57.5 µM), inactives show at the highest dose activation, most hits filed as activators | 260,000 compounds, 0.34% hits | AID 1631; note: potency is the fitted concentration of half-maximal effect; nearly all actives have a fitted effect of over 55% in size
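Purified hPK-M2 (>95% pure) converted ADP (0.1 mM final) to ATP with 0.5 mM PEP in 50 mM imidazole pH7.2, KCl, MgCl2, Tween 20, BSA; 1 h at room temperature. ATP detected by Kinase-Glo luminescence.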
BCR signal inh: blocks chronic active B-cell receptor signaling; 340,000 compounds, 0.05% hits; AID 493014; Potency, µM (series often up to 46.1 µM), inactives show at the highest dose ratio change, negative = lower green/red ratio, hits mostly inhibitors; ABC-DLBCL IkBa-CBG/CBR reporter, luminescence ratio, 4 h; active = well fitted inhibition curve with a large enough effect in the signal ratio, with a control signal flat, not every such curve was filed as active; inconclusive = small, poorly fitted or top-dose-only effect, or effect the other way, or a change in a side signal; the % refers to the signal ratio;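 note: potency is the fitted concentration of half-maximal effect; plate controls were basal doxycycline-induced cells for no effect and cells given 10 µM MG132 for full effect; MG132 reads +100%, hits lower the ratio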
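Compounds up to 46 uM were incubated four hours with TMD8 cells whose green CBG68 luciferase is fused to IkappaBalpha; red CBR luminescence normalised the signal, and concentration-effect curves were fitted to fusion, red and ratio data.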
The depositor's hits bear a star; u = inconclusive; x = no result given; [ ] = another dose, or the depositor's remark. Unless noted, calls come from the whole dose curve; as a rule, active = well fitted curve in the direction sought with a large enough effect; inconclusive = small, poorly fitted or top-dose-only effect, or another doubt; inactive = no such curve, though single readings can be large; an effect the other way counts as inactive or inconclusive. Unless noted, % is set by controls: 0 for no effect and ±100 for the full control effect.

Start of the data: the first 4 compounds (preview)
SMILES	GALK inh	USP2a block	KCNH2 WT inh	FBPA coupling cs	KCNH2 3.1 inh	Giardia killer	Eya2 phos inh	B2AR arrestin	uPA generation	PKM2 act	BCR signal inh
Cc1c(NS(=O)(=O)c2ccc(NCCN3CCOCC3)c([N+](=O)[O-])c2)c(=O)n(-c2ccccc2)n1C	12%	-8%	u	1	3	16	6%	-0.4%	-1%	-14%	-18%
CCCCn1c(C)nc2c(=O)n(C)c(=O)[nH]c21	-2%	5%	10	0	-9	-17	12%	0.1%	x	-2%	4%
COc1ccc(C)c2sc(N(CCCN(C)C)C(=O)c3ccc(S(=O)(=O)N(C)C)cc3)nc12	0%	-5%	15	0	-14	4	u	0.0%	-11%	-1%	u
CCC(CC)c1nnc(NS(=O)(=O)Cc2ccccc2)s1	3%	-1%	7	2	x	-9	5%	-0.2%	5%	-21%	-10%

The list itself (from the top)
SMILES	GALK inh	USP2a block	KCNH2 WT inh	FBPA coupling cs	KCNH2 3.1 inh	Giardia killer	Eya2 phos inh	B2AR arrestin	uPA generation	PKM2 act	BCR signal inh
Cc1c(NS(=O)(=O)c2ccc(NCCN3CCOCC3)c([N+](=O)[O-])c2)c(=O)n(-c2ccccc2)n1C	12%	-8%	u	1	3	16	6%	-0.4%	-1%	-14%	-18%
CCCCn1c(C)nc2c(=O)n(C)c(=O)[nH]c21	-2%	5%	10	0	-9	-17	12%	0.1%	x	-2%	4%
COc1ccc(C)c2sc(N(CCCN(C)C)C(=O)c3ccc(S(=O)(=O)N(C)C)cc3)nc12	0%	-5%	15	0	-14	4	u	0.0%	-11%	-1%	u
CCC(CC)c1nnc(NS(=O)(=O)Cc2ccccc2)s1	3%	-1%	7	2	x	-9	5%	-0.2%	5%	-21%	-10%
O=C(Nc1nnc(Cc2ccccc2)s1)c1ccco1	4%	3%	-20	6	1	-3	-3%	0.0%	-11%	-6%	u
COc1ccccc1CN1C[C@@H]2C[C@@H](c3[nH]c4ccc(C)cc4c3C)N3CCC[C@@]23C1=O	-2%	-11%	0	-2	-40	12	3%	0.1%	3%	-3%	u
O=C(CNc1cc(S(=O)(=O)N2CCOCC2)ccc1NCC1CCCO1)Nc1ccc(C(F)(F)F)cc1 (configuration not stated)	x	-7%	3	x	-18	11	9%	-0.4%	-2%	x	-17%
O=C(Nc1ccc(F)cc1F)c1ccc2c(=O)n3c(nc2c1)CCC3	x	2%	-14	x	-8	14	24%	0.1%	u	x	u
FC(F)(F)c1ccccc1NC(=S)N1CCCC1	-3%	8%	7	3	-9	2	6%	-0.4%	-5%	5%	4%
CCOc1ccc2nc(COC(=O)c3cccs3)c(C(C)=O)[n+]([O-])c2c1	4%	-2%	4	0	-9	-14	-7%	-0.2%	-4%	-7%	u
COc1ccc(NC(=O)Nc2cccc3c2O[C@H](CN(C)S(C)(=O)=O)[C@@H](C)CN([C@H](C)CO)C3=O)cc1	x	0%	-5	x	5	-1	2%	-0.2%	u	x	-5%
COc1ccc(N2C(=O)CC(N3CCN(Cc4ccc5c(c4)OCO5)CC3)C2=O)cc1 (configuration not stated)	11%	-1%	7	1	-37	-24	15%	0.3%	8%	-5%	2%
CCn1c(SC)nnc1C1CCN(S(=O)(=O)c2ccc(OC)cc2)CC1	-2%	2%	-18	5	3	6	7%	0.0%	-4%	-1%	1%
CC1(C)OC(=O)C(=CNC(CO)C(=O)O)C(=O)O1 (configuration not stated)	1%	2%	0	2	11	11	-24%	0.1%	-1%	-1%	3%
Cc1cc(SCC(=O)c2cccs2)n2nc(C)c(-c3ccc(Cl)cc3)c2n1	0%	0%	-11	-1	-10	8	-2%	-0.3%	-2%	-3%	u
O=c1cc(CSc2ccc(S(=O)(=O)N3CCCCC3)cn2)nc2sccn12	-1%	0%	0	4	-30	-1	-3%	0.1%	8%	1%	0%
COC1(OC)N=C(N)C2(C#N)C(c3ccc(F)cc3)C12C#N (configuration not stated)	0%	-1%	-3	1	8	26	13%	-0.1%	6%	0%	-3%
COc1ccc(Cc2noc(-c3ccc(C)cc3)n2)cc1	1%	0%	1	-1	-5	-13	9%	0.0%	6%	1%	2%
Cc1c(Cl)cccc1NC(=S)N1CCCN(Cc2ccccc2F)C1	-2%	1%	7	-1	-11	10	-6%	-0.1%	3%	1%	u
O=C(Nc1cccc(F)c1)c1ccco1	1%	1%	-1	2	13	-2	6%	-0.1%	1%	-23%	-15%
C/C(=N\N1C(C)CCCC1C)c1ccccc1O (configuration not stated)	-1%	0%	-4	0	4	-13	-7%	-0.3%	7%	x	-6%
COc1ccc(-c2cc3cc(C(=O)O)ccn3c2C(=O)c2ccccc2)cc1	-4%	1%	-2	13	36	10	12%	0.3%	-10%	5%	u
COc1ccc(S(=O)(=O)n2ccnc2C)c(C)c1C	-3%	0%	5	0	-9	-9	-8%	0.3%	8%	-1%	0%
COc1ccc(N2CCN(C(=O)COC(=O)Cc3ccc(F)cc3)CC2)cc1	x	-1%	2	x	1	-16	3%	-0.1%	-3%	x	-8%
O=C(NCCN1CCCC1)c1ccc2c(c1)N(Cc1ccccc1)C(=O)c1ccccc1S2(=O)=O	-2%	1%	1	x	-5	19	11%	-0.5%	-17%	x	0%
CN(C)CCSc1nc(N)c2c3c(sc2n1)COC(C)(C)C3	1%	-2%	13	1	-43	38[activator]	0%	-0.5%	x	-4%	-10%
CC(C)C(c1nnnn1Cc1ccccc1)N1CCC(C(N)=O)CC1 (configuration not stated)	9%	-1%	-8	0	22	-11	30%	0.4%	1%	-2%	3%
Cc1ccc(S(=O)(=O)N2CCC(C(=O)Nc3ccccc3N3CCCC3)CC2)c(C)c1	x	-10%	-3	x	-7	0	-5%	-0.4%	-3%	x	-1%
COC(=O)/C=C1\NCCNC1=O	-1%	8%	3	3	11	-7	u	0.2%	17%	-2%	u
O=C(O)c1ccc(OS(=O)(=O)c2cccc(C(F)(F)F)c2)cc1	x	1%	-7	x	12	2	19%	0.2%	17%	x	-6%
O=C(Cc1ccc(F)cc1)NCCS(=O)(=O)N1CCN(c2ccccc2)CC1	x	-1%	3	x	-7	-3	2%	0.0%	-31%	x	-3%
CCCCCN(C(=O)CCC(=O)OCC(=O)N(C)Cc1ccccc1C)c1c(N)n(CCCC)c(=O)[nH]c1=O	x	3%	-4	x	-12	-6	6%	0.2%	3%	x	4%
COc1cc(C(=O)ONC(=O)c2ccc(OC(F)F)cc2)cc(OC)c1OC	15%	-1%	4	14	-23	-6	-7%	0.1%	0%	2%	2%
CC(C)Oc1ccc(C(=O)OC(C)C(=O)Nc2nc(-c3cccc([N+](=O)[O-])c3)cs2)cc1 (configuration not stated)	1%	4%	-9	0	7	6	10%	0.0%	-4%	4%	4%
COc1ccc(-c2cc(C#N)nc(NN)n2)cc1	-1%	-9%	-4	2	1	3	24%	0.0%	1%	-3%	u
CN(c1ccc(OCC(=O)Nc2cc(Cl)ccc2C(=O)O)cc1)S(=O)(=O)c1ccc(F)cc1	x	1%	-29	x	-6	1	-28%	0.3%	1%	x	5%
C[C@H](NC(=O)c1[nH]cnc1C(=O)N[C@H](C)c1ccccc1)c1ccccc1	x	-4%	x	x	x	5	3%	0.1%	-6%	x	u
Cc1cc(C)c2nc(-c3ccccn3)cc(C(=O)Nn3cnnc3)c2c1	8%	0%	-1	-6	3	-2	3%	0.4%	-2%	18%	-6%
N=c1n(CCCOc2ccccc2Cl)c2ccccc2n1CC(N)=O	4%	-1%	11	-1	-18	7	0%	0.4%	-2%	-9%	u
CCOC(=O)C(=O)NC(C)c1ccccc1 (configuration not stated)	2%	6%	0	0	0	9	1%	0.0%	6%	-2%	-12%
CN1CCN(c2nc3c(c(=O)[nH]c(=O)n3C)n2CCCSc2ncccn2)CC1	-1%	0%	0	2	-3	9	-2%	0.1%	0%	0%	2%
O=[N+]([O-])c1ccc(CN2CCN(Cc3c[nH]c4ccccc34)CC2)cc1	2%	-3%	-38	-1	-77*	-18	3%	0.1%	-3%	-4%	1%
Cc1cc(C(C)(C)C)oc1C(=O)N1CCN(C(=O)c2oc(C(C)(C)C)cc2C)CC1	-2%	1%	0	4	-31	18	-7%	-0.6%	-1%	-3%	3%
